APJ antag: blocks the human apelin receptor APJ. AID 2521. CHO-K1 APJ beta-arrestin complementation, luminescence. inhibition, % at 20 µM. actives 0.32% (n = 330,000). P35414;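 active = inhibition above about 40% at 20 µM, limit read from the data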;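 note: cells challenged with 10 nM apelin-13 agonist together with compound; plate controls were apelin-13 plus DMSO wells for no effect and DMSO wells lacking apelin-13 for full effect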
Target sequence (P35414 whole entry, looked up): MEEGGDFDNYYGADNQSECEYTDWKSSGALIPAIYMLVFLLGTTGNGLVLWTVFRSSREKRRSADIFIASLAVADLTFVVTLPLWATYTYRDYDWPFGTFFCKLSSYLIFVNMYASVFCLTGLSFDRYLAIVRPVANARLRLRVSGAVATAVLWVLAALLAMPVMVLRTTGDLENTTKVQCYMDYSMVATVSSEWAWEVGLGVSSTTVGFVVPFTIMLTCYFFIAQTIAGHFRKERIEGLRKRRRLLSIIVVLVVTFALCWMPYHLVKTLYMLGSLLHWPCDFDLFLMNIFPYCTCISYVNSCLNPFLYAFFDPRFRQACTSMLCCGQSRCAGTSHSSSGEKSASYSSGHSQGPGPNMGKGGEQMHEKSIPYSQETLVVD
APJ ag: APJ receptor agonism. activation, % at 20 µM. CHO-K1 APJ PathHunter beta-arrestin, luminescence; 0% DMSO wells, 100% apelin. P35414. actives 0.11% (n = 330,000);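 active = activation more than six SD over the plate average, tested at 20 µM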;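 note: 0% = DMSO alone and 100% = apelin-13 at 10 nM; some results filed as inactive read as strong as hits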
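Material: engineered CHO-K1 APJ arrestin reporter cells; amount: 1000 CHO-K1 reporter cells seeded per well; incubation: compound stimulation 90 min at 25 °C, detection 60 min; signal: luminescent beta-gal fragment complementation, chemiluminescent substrate; read-out basis: APJ agonist activity; controls: DMSO-only wells as negative, 10 nM Apelin-13 as positive control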
CCR6 antag: antagonists of human CCR6 receptor; AID 493098; actives 0.49% (n = 340,000); CHO-K1 CCR6 PathHunter beta-arrestin, luminescence, CCL20-stimulated; inhibition, % at 20 µM; P51684;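 active = compounds whose inhibition of the agonist-driven luminescence signal at 20 µM reaches about 50%, limit read from the data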;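 note: cells stimulated with CCL20 at 14 nM final; plate controls were DMSO with CCL20 for no effect and DMSO without agonist for full effect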
Target sequence (P51684 whole entry, looked up): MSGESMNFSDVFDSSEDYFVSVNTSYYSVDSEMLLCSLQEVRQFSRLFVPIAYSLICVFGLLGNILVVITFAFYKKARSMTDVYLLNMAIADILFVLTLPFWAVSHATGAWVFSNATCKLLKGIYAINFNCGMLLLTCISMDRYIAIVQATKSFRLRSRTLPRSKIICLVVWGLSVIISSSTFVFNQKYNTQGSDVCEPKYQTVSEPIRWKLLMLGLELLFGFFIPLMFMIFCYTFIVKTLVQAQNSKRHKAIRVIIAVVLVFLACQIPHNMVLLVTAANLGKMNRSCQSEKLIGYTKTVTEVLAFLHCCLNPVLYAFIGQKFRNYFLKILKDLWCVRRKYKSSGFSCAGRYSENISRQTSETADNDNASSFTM
tim23-1 inh: inhibits growth of tim23-1 mutant yeast; inhibition, % at 20 µM; actives 1.3% (n = 330,000); S. cerevisiae tim23-1 growth, BacTiter-Glo luminescence, 24 h;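 active = growth inhibition of the mutant yeast at or above 50%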;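 note: temperature-sensitive mutant grown at 25 °C; plate controls were DMSO-treated mutant yeast for no effect and medium wells lacking yeast for full effect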
XBP1 UPR activ: adaptive UPR (XBP1) activation | CHO-XBP1 luciferase reporter, IRE1-XBP1 UPR activation, luminescence; percent of tunicamycin response, DMSO as zero | activation, % at 20 µM | actives 0.33% (n = 330,000) | AID 463104;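 active = versus positive control, 20 µM dose yields 30% or more activation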;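 note: 100% = tunicamycin at 10 µg/mL and 0% = DMSO only wells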
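Material: CHO cell line with stable XBP1 luciferase reporter; buffer or medium: F12 medium containing 10% fetal bovine serum; compound: single point, 20 µM final compound, 1% DMSO; incubation: 6 h treatment, 37 °C; measured by: glow luminescence from Steady-Glo reagent; evaluation: activation, % of tunicamycin; control set: tunicamycin high, DMSO low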
Mdm2 MdmX PPI: inhibitors of human Mdm2/MdmX interaction. O15151+Q00987. SaOS-2 split-luciferase Mdm2/MdmX complementation, luminescence. inhibition, % at 8 µM. actives 3% (n = 330,000);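 active = inhibition of at least 50% at 8 µM in the primary screen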
UPR CHOP act: activators of apoptotic arm of unfolded protein response (CHOP). activation, % at 10 µM. CHO-CHOP luciferase reporter, UPR activation, luminescence; percent of tunicamycin response over DMSO baseline. actives 0.34% (n = 330,000);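 active = at 10 µM dose, activation of 40% or more, normalized to positive control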;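 note: 100% = tunicamycin at 10 µg/mL and 0% = DMSO alone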
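System: CHO-CHOP luciferase reporter cell line | Buffer or medium: F12 medium containing 10% fetal bovine serum | Doses: One dose, 10 µM in 0.5% DMSO | Times: 6 h compound exposure at 37 °C after overnight seeding | Signal: Luciferase luminescence | Read-out: % activation vs tunicamycin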
EBI2 antag: antagonists of human EBI2 receptor; EBI2 beta-arrestin recruitment, luminescence, 7a,25-OHC stimulated; inhibition, % at 5 µM; P32249; actives 0.81% (n = 360,000); AID 651636; in the data active = inhibition above about 38%;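 note: enzyme fragment complementation signal reports receptor beta-arrestin coupling in cells; 0% = agonist plus DMSO wells and 100% = wells without agonist; some results beyond the cut were filed as inactive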
CXCR6 block: inhibitors of human CXCR6 receptor | O00574 | CHO-K1 PathHunter CXCR6 beta-arrestin, luminescence | inhibition, % at 20 µM | actives 0.36% (n = 360,000) | AID 602244; in the data active = inhibition above about 34%, passing the limit was not always enough;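 note: antagonist mode with CXCL16 agonist at 10 nM final; 0% = 10 nM CXCL16 with DMSO and 100% = unstimulated wells without agonist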
Numbers without * were called inactive; & = joins results of further samples. Not all compounds are listed (hit frequency here may not be typical).

no.	Molecule	APJ antag	APJ ag	CCR6 antag	tim23-1 inh	XBP1 UPR activ
1	CCCC/C(C)=N/NC(=O)Nc1ccccc1	9	-2	2	6	-1
2	Cn1cnnc1SCC(=O)Nc1sc2c(c1C#N)CCCCC2	-4	-4	1	6	-1
3	Cc1ccc(CSCC(Nc2ccc(C(=O)O)cc2[N+](=O)[O-])C(=O)O)cc1 (configuration not stated)	7	-7	8	7	-2
4	Cc1ccc(CCNC(=O)CS(=O)Cc2nc(-c3cccc(C)c3)oc2C)cc1 (configuration not stated)	5	2	10	26	-3
5	Cc1ccc(N/C=C(/C#N)c2ccsc2)cc1	9	-4	22	33	4
6	Cc1ccc2nc(N3CCN(CCO)CC3)nc(-c3ccccc3)c2c1	18	-3	7	10	-6
7	CCCN(Cc1cc2ccccc2[nH]c1=O)C(=O)c1cccc([N+](=O)[O-])c1	-8	0	5	12	-3
8	CCOc1ccc(/C=N/Nc2ccccc2)cc1	26	-3	11	14	-4
9	Cc1cc(Cl)ccc1NC(=O)CCN1C(=O)NC(C)(C)C1=O	-5	-2	11	11	2
10	Cn1c(C(=O)N2CCC(C(N)=O)CC2)cc2c(=O)n(C)c3ccccc3c21	-7	0	-15	12	0
11	O=C(NN1CCOCC1)c1cccc2ccccc12	-3	0	10	3	0
12	CC1CN(C(=O)c2cccc(COc3ccccc3Cl)c2)CC(C)O1 (configuration not stated)	7	-2	14	24	1

no.	Mdm2 MdmX PPI	UPR CHOP act	EBI2 antag	CXCR6 block
1	4	0.2	-5	2
2	5	0.3	1	-21
3	7	-1.9	0	12
4	-2	0.5	12	0
5	-55	4.2	28	-10
6	-2	0.5	-10	-4
7	9	1.3	6	-11
8	4	3.7	6	1
9	3	1.5	-4	-5
10	8	-1.9	-4	5
11	15	1.5	-3	-5
12	18	4.1	11	6

3 compounds drawn at random from those above, as already listed:
no.	Molecule	APJ antag	APJ ag	CCR6 antag	tim23-1 inh	XBP1 UPR activ
12	CC1CN(C(=O)c2cccc(COc3ccccc3Cl)c2)CC(C)O1 (configuration not stated)	7	-2	14	24	1
3	Cc1ccc(CSCC(Nc2ccc(C(=O)O)cc2[N+](=O)[O-])C(=O)O)cc1 (configuration not stated)	7	-7	8	7	-2
7	CCCN(Cc1cc2ccccc2[nH]c1=O)C(=O)c1cccc([N+](=O)[O-])c1	-8	0	5	12	-3

no.	Mdm2 MdmX PPI	UPR CHOP act	EBI2 antag	CXCR6 block
12	18	4.1	11	6
3	7	-1.9	0	12
7	9	1.3	6	-11

Next section.
no.	Molecule	APJ antag	APJ ag	CCR6 antag	tim23-1 inh	XBP1 UPR activ
13	CCOC(=O)c1sc2nccc(N(C)C)c2c1N=CNOCc1ccccc1	-8	-2	9	3	3
14	Cc1cccc(/C=C2/C(=O)/C(=C/c3ccccc3C)C3CCC2N3C)c1 (configuration not stated)	-10	0	-21	39	-6
15	CCCCNc1c(-c2ccc(SC(C)CC)cc2)nc2ccccn12 (configuration not stated)	-93	42	17	59*	5
16	O=[N+]([O-])c1ccccc1/C=C/CN1CCCCC1	-1	0	1	-3	1
17	COc1ccccc1C(=O)NC(=S)Nc1ccc(NC(=O)c2cccs2)cc1	14	-2	11	-4	-6
18	O=C(CSc1nccc(-c2ccc(Br)cc2)n1)NCCc1ccccc1	5	0	6	12	0
19	O=C(Nc1nc(-c2ccccc2)cs1)c1ccccc1NS(=O)(=O)c1ccc(F)cc1	0	2	19	7	-2
20	CC1CCc2c(sc3nc(CSc4n[nH]c(N)n4)[nH]c(=O)c23)C1 (configuration not stated)	-9	0	11	13	6
21	CCCn1c(SCC(=O)NC23CC4CC(CC(C4)C2)C3)n[nH]c1=O	12	1	-4	21	0
22	C=CCN1C(=O)CS/C1=N\N=C\c1cccc([N+](=O)[O-])c1	15	0	12	4	3
23	OC(CNCC1CCCO1)Cn1c2ccc(Br)cc2c2cc(Br)ccc21 (configuration not stated)	-7	-5	4	-9	70*
24	COc1cc2ccccc2cc1C(=O)Nc1ccc(Cc2ccncc2)cc1	-2	2	24	37	0

no.	Mdm2 MdmX PPI	UPR CHOP act	EBI2 antag	CXCR6 block
13	-8	-0.2	25	-5
14	31	1.1	16	-14
15	-131	21	-27&17	6&5
16	9	-1.3	-2	-9
17	13	0.7	17	2
18	15	-0.2	6	-5
19	90*	8.0	-13	-1
20	-45	-0.1	-1	0
21	17	-1.6	-5	11
22	-12	-1.0	2	2
23	101*	9.9	-17	-11
24	29	3.1	48*	-12

Carrying on:
no.	Molecule	APJ antag	APJ ag	CCR6 antag	tim23-1 inh	XBP1 UPR activ
25	Cc1nc2cc(NC(=O)NCc3ccco3)ccc2o1	-14	1	-15	-6	1
26	CC(C)N1CCC(N2CCN(C3CCCCC3)CC2CCO)CC1 (configuration not stated)	12	-2	3	-7	-1
27	CCCOc1cccc(C2C(C(=O)c3ccc(C)o3)=C(O)C(=O)N2c2nc(C)c(C(C)=O)s2)c1 (configuration not stated)	6	-2	13	17	-5
28	CC1CCCC(C)N1C(=O)Cn1nnc(-c2ccc([N+](=O)[O-])cc2)n1 (configuration not stated)	-19	7	8	12	-4
29	COc1cc(NC(=O)c2cccs2)cc(OC)c1	-2	0	-13	29	0
30	O=[N+]([O-])c1cnccc1Nc1ccccc1	12	7	1	7	0
31	S=C(NCC1CCCO1)N1CCN(c2ccccc2)CC1 (configuration not stated)	2	-1	-11	2	-3
32	CN(Cc1ccccc1)C(=O)c1ccc(NC(=O)Cc2cccc(NC(=O)C3CCN(C(=O)C4CC4)CC3)c2)cc1	4	0	3	12	-3
33	O=C(CCc1nc2ccccc2c(=O)[nH]1)OCc1ccccc1F	12	0	2	4	-3
34	COC(=O)c1ccc(CNC(=O)c2ccc3c(c2)OCCO3)cc1	11	-3	5	-7	1
35	Cc1cccc(N2CCN(C3=NC(=O)/C(=C\c4cn[nH]c4-c4ccccc4)S3)CC2)c1	-36	0	2	-29	4
36	C=CCOc1c2ccc(C(=O)NC3CCCc4ccccc43)cc2nn1C (configuration not stated)	8	7	14	9	-2

no.	Mdm2 MdmX PPI	UPR CHOP act	EBI2 antag	CXCR6 block
25	10	0.1	-10	-10
26	4	-2.2	-3	-1
27	3	2.0	-7	9
28	-6	0.1	-5	-4
29	13	1.8	-1	-5
30	16	-1.6	-1	-7
31	-6	2.0	-5	-1
32	-7	-0.6	-5	-4
33	18	0.0	-11	2
34	16	3.1	1	-2
35	31	5.6	-11	-14
36	-15	0.6	-6	-5

(listing goes on)
no.	Molecule	APJ antag	APJ ag	CCR6 antag	tim23-1 inh	XBP1 UPR activ
37	CCCC(=O)NC(=S)Nc1nc(-c2ccc(OC)cc2)cs1	10	-2	16	9	1
38	O=C(CN1C(=O)c2ccc([N+](=O)[O-])cc2C1=O)NCC1CCCO1 (configuration not stated)	-46	3	2	-3	-1
39	CCc1cc(=O)oc2cc(OCC(=O)N(CC)CC)c(Cl)cc12	26	-4	-8	14	3
40	COc1ccccc1-n1nnnc1SCC(=O)NC(=O)Cc1ccccc1	-6	-4	5	8	2
41	O=C(/C=C/c1ccc([N+](=O)[O-])cc1)N1CCN(S(=O)(=O)c2cccs2)CC1	-34	1	-11	3	2
42	Cc1ccsc1C(=O)c1sccc1C	10	-3	13	-3	1
43	CC1(C)CC(=O)c2cc(OCC(=O)N3CCCCCC3)ccc2O1	10	-5	-6	19	-1
44	O=C(O)/C=C\C(=O)Nc1ccccc1C#Cc1ccc(Br)cc1	19	3	15	33	4
45	Cc1ccc(Oc2ccc(C(F)(F)F)cc2[N+](=O)[O-])c([N+](=O)[O-])n1	3	3	-3	23	1
46	COc1ccc(C(=O)COC(=O)CCNS(=O)(=O)c2ccccc2)cc1Br	0	-1	-5	30	0
47	Cc1cc(C)cc(NC(=O)CSc2nnnn2-c2cccnc2)c1	5	-1	11	4	0
48	CCCCNC(=O)c1cc2ccccc2s1	17	-3	6	-5	4

no.	Mdm2 MdmX PPI	UPR CHOP act	EBI2 antag	CXCR6 block
37	46	4.0	3	18
38	-16	1.2	0	-1
39	17	2.1	-5	-3
40	-11	-0.9	-2	-7
41	13	0.1	93*	-1
42	25	-1.6	-2	-6
43	-26	1.0	-1	1
44	-23	5.0	-13	4
45	7	1.8	-4	-6
46	35	0.4	-6	3
47	9	-0.1	7	-1
48	-9	4.8	-9	7

Single values from the entries so far.
UPR CHOP act, CCCCNC(=O)c1cc2ccccc2s1 : 4.8
UPR CHOP act, CCCC(=O)NC(=S)Nc1nc(-c2ccc(OC)cc2)cs1 : 4.0
EBI2 antag, O=C(/C=C/c1ccc([N+](=O)[O-])cc1)N1CCN(S(=O)(=O)c2cccs2)CC1 : 93*
EBI2 antag, COc1ccccc1-n1nnnc1SCC(=O)NC(=O)Cc1ccccc1 : -2

More entries follow.
no.	Molecule	APJ antag	APJ ag	CCR6 antag	tim23-1 inh	XBP1 UPR activ
49	CN1CCN(c2ccc(NC(=O)C(C)(c3ccccc3)c3ccccc3)cc2)CC1	4	-4	18	3	0
50	COc1ccccc1N=c1scc(-c2ccc3c(c2)NC(=O)CO3)n1CC1CCCO1 (configuration not stated)	18	-10	35	6	2
51	CCn1c2ccccc2c2cc(NC(=O)CCCN3C(=O)CCC3=O)ccc21	-5	1	3	0	1
52	COc1ccc(S(=O)(=O)CCC(=O)N2c3ccccc3CC2C)cc1 (configuration not stated)	7	-6	-1	28	-3
53	C=CCN(c1ccccc1)S(=O)(=O)c1c(C)[nH]c(=O)[nH]c1=O	-21	1	-9	4	0
54	C=CCn1c(SCC(=O)Nc2nnc(CC)s2)nnc1-c1ccco1	11	-5	7	4	-2
55	Cc1oc2c(c1C(=O)Nc1ccc(C(=O)O)cc1)CCCC2	14	-4	-13	-5	-1
56	O=C(NC1CCCc2ccccc21)c1cccnc1 (configuration not stated)	-2	1	-7	6	-2
57	C=CCc1ccccc1OCC(=O)NNC(=S)NCc1ccccc1	22	-5	-3	35	-1
58	COc1ccc(C(=O)/C=C/c2ccccc2F)c(OC(=O)c2ccc([N+](=O)[O-])cc2)c1	-5	-1	15	-1	-1

no.	Mdm2 MdmX PPI	UPR CHOP act	EBI2 antag	CXCR6 block
49	9	-1.6	-19	2
50	19	-2.7	35	25
51	4	0.1	2	-10
52	12	-1.6	-3	2
53	2	-3.5	-2	-6
54	-9	1.7	1	0
55	-20	-1.2	-5	-11
56	11	0.7	-3	-2
57	-16	2.0	-6	2
58	-3	1.2	11	8

Structures listed above that bear a hit mark in XBP1 UPR activ:
no.	SMILES	APJ antag	CCR6 antag	XBP1 UPR activ	Mdm2 MdmX PPI	EBI2 antag	CXCR6 block
23	OC(CNCC1CCCO1)Cn1c2ccc(Br)cc2c2cc(Br)ccc21 (configuration not stated)	-7	4	70*	101*	-17	-11

Source: PubChem
